Bioassay records: PubChem, several laboratories
NSD2 HMT inh – NSD2 histone methyltransferase inhibitors, primary screen, biochemical, AlphaScreen, single concentration, set 2; NSD2 peptide methylation, 120 min; inhibition, % at 12.5 µM; actives 0.54% (n = 310,000); in the data active means inhibition above about 50%
Target sequence (O96028 whole entry, looked up): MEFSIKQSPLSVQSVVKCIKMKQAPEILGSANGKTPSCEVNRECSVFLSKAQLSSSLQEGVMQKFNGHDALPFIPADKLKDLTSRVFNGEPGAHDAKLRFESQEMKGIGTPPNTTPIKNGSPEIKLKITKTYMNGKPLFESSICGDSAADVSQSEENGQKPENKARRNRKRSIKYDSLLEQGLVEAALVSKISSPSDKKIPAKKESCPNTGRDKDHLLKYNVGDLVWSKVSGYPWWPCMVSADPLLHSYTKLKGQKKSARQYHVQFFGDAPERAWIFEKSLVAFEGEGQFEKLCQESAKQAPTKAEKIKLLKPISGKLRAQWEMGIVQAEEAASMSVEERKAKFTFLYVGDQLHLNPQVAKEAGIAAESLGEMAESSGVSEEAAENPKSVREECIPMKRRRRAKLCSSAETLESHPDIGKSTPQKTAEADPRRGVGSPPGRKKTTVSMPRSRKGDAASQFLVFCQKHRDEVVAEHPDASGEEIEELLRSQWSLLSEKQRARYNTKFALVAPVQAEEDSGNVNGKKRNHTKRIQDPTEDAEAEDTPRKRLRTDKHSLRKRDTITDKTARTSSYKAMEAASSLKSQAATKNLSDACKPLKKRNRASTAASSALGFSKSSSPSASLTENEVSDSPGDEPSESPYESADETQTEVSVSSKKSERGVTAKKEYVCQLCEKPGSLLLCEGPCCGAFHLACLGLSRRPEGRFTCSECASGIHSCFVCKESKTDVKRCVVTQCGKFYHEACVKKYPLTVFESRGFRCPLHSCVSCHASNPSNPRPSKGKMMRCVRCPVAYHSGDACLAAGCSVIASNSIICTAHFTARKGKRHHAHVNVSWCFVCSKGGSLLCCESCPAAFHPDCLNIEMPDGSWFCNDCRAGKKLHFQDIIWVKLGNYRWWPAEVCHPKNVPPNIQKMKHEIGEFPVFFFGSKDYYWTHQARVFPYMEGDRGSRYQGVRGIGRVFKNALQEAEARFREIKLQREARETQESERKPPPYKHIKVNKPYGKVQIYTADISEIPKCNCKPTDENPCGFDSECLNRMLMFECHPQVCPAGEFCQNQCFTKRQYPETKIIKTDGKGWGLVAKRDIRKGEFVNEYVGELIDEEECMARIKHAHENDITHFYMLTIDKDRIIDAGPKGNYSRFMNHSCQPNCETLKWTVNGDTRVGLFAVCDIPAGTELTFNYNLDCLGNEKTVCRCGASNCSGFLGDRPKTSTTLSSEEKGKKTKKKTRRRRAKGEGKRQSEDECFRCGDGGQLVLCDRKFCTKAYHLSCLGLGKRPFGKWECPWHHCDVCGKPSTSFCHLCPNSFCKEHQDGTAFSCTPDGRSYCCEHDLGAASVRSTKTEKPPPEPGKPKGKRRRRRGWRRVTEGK
V-ATPase pH – regulators of yeast V-ATPase proton pumping, primary screen, pHLuorin cytosolic pH fluorescence | S. cerevisiae | response, % at 10 µM | actives 0.37% (n = 350,000) | AID 504577, 2011; in the data active means response mostly above about 7.3%, no sharp cut-off; inactive means mostly below about 5.4%; further: actives read high; inactives centre near 0; some compounds called inactive have numbers as strong as hits; reference of the scale not given here
CDK5 p35 inh – inhibitors of human CDK5/p35 kinase, primary screen, biochemical, single concentration. Cyclin-dependent kinase 5 (Homo sapiens) + Cyclin-dependent kinase 5 activator 1 (Homo …. Recombinant CDK5/p35, ADP-Glo luminescence, 60 min. inhibition, % at 10 µM. actives 0.01% (n = 330,000). AID 488839, 2010;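 active means highest replicate inhibition of at least 50% and at least 75% of replicates reaching 50%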;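 further: plate controls were DMSO neutral control for no effect and GW8510 at 10 µM for full effect; many of its hits are not listed in these tables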
SR-BI DiI inh – inhibitors of SR-BI mediated HDL lipid uptake, primary screen, ldlA[mSR-BI] cells, fluorescence, single point; Scavenger receptor class B member 1 (Mus musculus), Q61009; ldlA[mSR-BI] CHO cells, DiI-HDL uptake fluorescence, 3 h; inhibition, % at 12.5 µM; actives 0.96% (n = 320,000);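 active means mean replicate inhibition of at least 70% and a set share of replicates each scoring 70 or more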;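 further: 0% = median of neutral control wells and 100% = median of positive control wells; values of inactives mirror those of a sister screen read the other way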
HTR5A ag – HTR5A agonists in luminescence cell assay, primary screen, counter-screen for OPRM1-OPRD1 heterodimer agonist project, full-deck HTS; 5-hydroxytryptamine receptor 5A (Homo sapiens), P47898; cell-based; activation, % at 9.3 µM; actives 0.61% (n = 340,000); in the data active means activation mostly above about 9.5%, no sharp cut-off; inactive means mostly below about 7.6%;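 further: 0% = cells with vehicle only and 100% = reference agonist; strong numbers were not always called active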
HTR5A inv ag – HTR5A inverse agonists in luminescence cell assay, primary screen, counter-screen for OPRM1-OPRD1 heterodimer inverse agonist project, full-deck HTS; inhibition, % at 9.3 µM; 5-hydroxytryptamine receptor 5A (Homo sapiens), P47898; actives 0.083% (n = 340,000); HTR5A cell line, inverse agonism; in the data active means inhibition mostly above about 23%, no sharp cut-off; inactive means mostly below about 18%;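 further: 0% = cells with DMSO and 100% = no-cell wells with DMSO; some compounds called inactive have numbers as strong as hits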
dFosB activator – activators of delta FosB homodimer, primary screen, biochemical, fluorescence polarization, TAMRA-CDK5 oligo, single point; actives 0.99% (n = 340,000); Protein FosB (Mus musculus), P13346; activation, % at 25 µM; purified delta FosB; percent of positive-control signal above neutral wells;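 active means mean activation above about 17%, with every replicate also reaching it, limit read from the data, passing the limit was not always enough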;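 further: fluorescence polarization rise as delta FosB binds a TAMRA Cdk5 AP-1 oligo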
PvdQ inh – P. aeruginosa PvdQ acylase inhibitors, primary screen, biochemical, fluorescence, plate reader and imaging, single point; PvdQ acylase [Pseudomonas aeruginosa LESB58]; purified PvdQ acylase; inhibition, % at 10 µM; actives 0.063% (n = 340,000); in the data active means inhibition above about 30%, passing the limit was not always enough;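 further: 0% = vehicle neutral wells and 100% = reference inhibitor wells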
Wnt act – Wnt/beta-catenin pathway activators, primary screen, cell-based, plate reader, single point | Wnt/beta-catenin reporter cell assay, activator | activation, % at 9.35 µM | actives 1.2% (n = 300,000); in the data active means activation above about 30%, passing the limit was not always enough;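 further: 0% = neutral control wells and 100% = positive control wells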
MITF act – activators of MITF-driven TRPM1 promoter reporter, primary screen, cell-based, SK-MEL-5, luciferase, single point | SK-MEL-5 TRPM1-promoter luciferase, 24 h; % of positive control, neutral wells = 0 | activation, % at 12.5 µM | actives 0.75% (n = 300,000);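 active means mean activation of at least 80% with every replicate also reaching 80%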;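 further: 0% = neutral control wells and 100% = parthenolide positive control wells; values of inactives mirror those of a sister screen read the other way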
* marks the source's active call; other numbers are inactive results; x = not tested or not shown.

SMILES	NSD2 HMT inh	V-ATPase pH	CDK5 p35 inh	SR-BI DiI inh	HTR5A ag	HTR5A inv ag	dFosB activator	PvdQ inh	Wnt act	MITF act
Cc1cc(N/C(=N/S(=O)(=O)c2ccc(F)cc2)c2ccccc2)n(-c2ccccc2)n1	-3	-2	-0.5	-9	3	-10	0	-8	0	4
Nn1c(=S)[nH]c2sc3c(c2c1=O)CCCC3	-2	-4	0.9	4	4	-9	9	-13	0	-1
CCOC(=O)c1nnn(-c2nc(N3CCCC3)nc(N3CCCC3)n2)c1-c1ccccc1	-1	-2	-0.8	-13	2	15	4	-4	x	x
CCCC(CCC)C(=O)Nc1ccc2c(c1)N(C(=O)CN1CCN(C)CC1)c1ccccc1CC2	0	1	-1.0	2	3	-7	-3	-12	0	25
CC(=O)c1c(C)nc(-c2ccccc2)nc1NC(=O)C(C)C	-7	1	-1.9	21	-3	-10	-9	-4	x	-11
C=CCn1c(-c2ccncc2)n[nH]c1=S	-2	-1	0.4	-13	x	x	-1	-4	0	2
Cc1nnsc1SC(C)C(=O)O (stereo not drawn)	-1	0	-0.9	4	-1	-18	1	2	-2	14
COc1cc(C)c(C(C)C)cc1S(=O)(=O)NC1CC(C)(C)NC(C)(C)C1	1	2	1.3	-33	-1	5	-2	-17	0	4
CC1(C)NC(=O)N(CC(=O)OCC(=O)Nc2cc(S(=O)(=O)N3CCCCCC3)ccc2Cl)C1=O	-5	2	0.9	3	-4	15	-7	-1	x	9
O=C1CC(N2CCN(c3ccccc3)CC2)C(=O)N1c1ccc(Cl)cc1 (stereo not drawn)	0	0	1.5	-12	-1	4	2	3	-2	7
CCCc1nc2n[nH]c(N)c2c2c1CCC2	-1	-106	-0.1	-7	5	-1	5	-11	x	-5
Cc1cc(C)c2[nH]c(=O)c(C(c3nnnn3C(C)(C)C)N3CCN(C(=O)c4ccco4)CC3)cc2c1 (stereo not drawn)	0	-1	-1.7	-8	1	14	-10	5	-7	-7
Cc1cc(C)cc(OCCN2CCOCC2)c1	-3	-1	0.1	-5	-1	4	4	-2	-1	x
O=C(NNC(=O)c1ccc(Cl)cc1Cl)c1ccncc1	12	5	1.7	-22	3	-6	-2	6	4	5
CCOCC(=O)Nc1nc2ccc(C)cc2s1	-3	-4	-2.5	3	-13	31	-8	32*	x	74
COc1ccc(CN2CCC(n3nccc3NC(=O)C3CC3)CC2)cc1O	-1	-1	-0.7	-16	2	13	7	0	-2	0
CCOc1cc(S(=O)(=O)NCc2ccccc2)ccc1F	0	1	0.3	35	1	-22	-8	-8	-1	x
CCCOc1ccc(S(=O)(=O)N2CCOCC2)cc1[N+](=O)[O-]	-1	-4	0.7	-2	-1	3	1	1	-1	2
CS(=O)(=O)N(Cc1ccc(C(=O)NN=C2CCCCCC2)cc1)c1ccccc1	x	-6	0.9	2	8	-42	-4	20	-2	2
CCOC(=O)C1Sc2ccccc2NC1=O (stereo not drawn)	-2	0	0.8	12	-1	2	0	17	0	-14
Cc1cc(C)c(OCC(=O)OCCNC(=O)c2cccnc2)c(C)c1	-5	1	-0.2	-9	1	11	-3	-3	x	7
COCc1cc(C)nc(N2CCCCC2)c1C#N	-1	2	-0.4	-4	3	-12	1	-11	x	5
NC1=NC(=O)C2(COC(c3ccncc3)OC2)S1 (stereo not drawn)	-3	2	1.2	9	-4	11	2	-16	-1	-3
O=C(Nc1nccs1)c1cn2ccccc2n1	x	2	0.0	x	4	-11	-2	-11	26	13
CS(=O)(=O)N1N=C(c2ccco2)CC1c1ccco1 (stereo not drawn)	5	1	1.8	-5	4	-14	-12	3	0	x

Remaining list, next part.
SMILES	NSD2 HMT inh	V-ATPase pH	CDK5 p35 inh	SR-BI DiI inh	HTR5A ag	HTR5A inv ag	dFosB activator	PvdQ inh	Wnt act	MITF act
CC1CCC(NC(=O)c2cccc(S(=O)(=O)N3CCN(c4ccccc4)CC3)c2)CC1 (stereo not drawn)	2	-2	0.1	30	1	-20	-5	-13	2	-4
CCN(CC)CCSc1nnc2c3ccccc3n(Cc3ccccc3)c2n1	35	-1	1.5	x	-2	14	-3	0	-2	-2
COc1ccc(-c2cc(-c3ccccc3)c(C#N)c(=S)[nH]2)cc1	5	-3	0.1	x	1	1	-12	-15	0	-8
COc1cc(C(=O)Nc2cccc(C)c2C)c(Br)c(OC)c1OC	-1	-2	0.3	9	4	7	-6	-17	-6	-1
Cn1ncc([N+](=O)[O-])c1C(=O)Nc1ccccc1	-1	1	0.1	-4	1	-5	0	-7	-4	-1
O=C(NC(=S)Nc1ccc(C(=O)N2CCOCC2)cc1)c1ccc([N+](=O)[O-])cc1	-2	-2	-1.7	3	0	-20	-9	9	x	-2
COc1ccc(S(=O)(=O)N2CCOC23CCN(S(=O)(=O)c2cc(C)ccc2OC)CC3)cc1	0	7	0.8	-9	-2	4	-4	-16	1	0
COC(=O)c1sc(-c2ccc(C(C)(C)C)cc2)cc1NC(=O)c1ccccc1C(=O)O	35	2	-1.5	x	-5	1	-21	-2	46*	x
CC(=O)Nc1ccc(NS(=O)(=O)c2cc(Cl)ccc2Cl)cc1	x	0	-1.6	-14	3	-5	-1	-13	-4	10
Cc1nc(SCc2nc3c(F)cccc3[nH]2)c2oc3ccccc3c2n1	x	2	-0.3	6	11	-30	6	-2	4	-9
COc1ccc(OC)c(NC(=O)COC(=O)c2n[nH]c3ccccc23)c1	1	-1	-1.1	10	0	1	0	-18	-4	-18
O=C(N/N=C/c1cccs1)c1[nH]ncc1Br	-2	4	2.5	-40	2	-5	2	-37	18	37
COc1ccccc1Cn1c(=S)[nH]c2cc(C(=O)NCc3cccnc3)ccc2c1=O	x	0	0.7	5	-1	2	8	9	-2	-11
O=C(O)c1cccc(NC(=O)c2ccc3c(c2)C(=O)N(Cc2ccco2)C3=O)c1	6	0	-1.5	-19	3	-12	1	2	-1	0
CCOC(CC(=O)NNC(=O)c1c(-c2ccccc2Cl)noc1C)OCC	-4	0	0.2	-37	0	-10	5	-7	-1	-5
O=C(COc1coc(CN2CCN(c3ccc(F)cc3)CC2)cc1=O)NCC1CCCO1 (stereo not drawn)	-2	-3	0.7	3	-4	21	-3	-9	1	-10
COc1cc(/C=N/NC(=Nc2ccc(C)cc2)c2nc3ccccc3s2)ccc1O	3	-1	-2.1	51	0	1	-1	-9	x	-68
COc1cc2c(cc1OC)CN(C(=O)c1cc(S(=O)(=O)N3CCOCC3)ccc1Cl)CC2	-1	-4	-0.5	22	-2	16	-9	0	-3	x
O=C(N/N=C/c1ccccc1O)C(=O)N1CCCCCC1	-3	-2	1.2	-8	-8	4	-2	-11	-3	13
CCCCc1nc2ccccc2c(NC(=O)CNC(C)(C)C)c1CCC	-1	0	0.5	10	2	6	-4	-8	x	-11
CCC1(c2ccc(Cl)cc2)NC(=S)N(c2ccccc2)N1 (stereo not drawn)	2	-3	x	-2	4	-7	-1	-23	-2	4
COc1ccc(N(CC(=O)N/N=C/c2cccs2)S(=O)(=O)c2ccc(OC)c(OC)c2)cc1	-2	1	0.2	9	5	-3	1	-9	-1	7
Cc1cccc(-n2nc3c([n+]2[O-])CCc2nonc2-3)c1C	-1	-4	-0.1	-6	3	4	2	1	x	-3
Cc1cccc2sc(NC(=O)C3CCCN(S(=O)(=O)c4cccc5nonc45)C3)nc12 (stereo not drawn)	2	-2	0.5	63	2	-29	4	0	-2	-10
CCc1ccc(C(C)NC(=O)COC(=O)c2ccc(-n3cnnn3)cc2)cc1 (stereo not drawn)	0	2	-1.7	2	-1	3	5	-5	-1	2

Later entries:
SMILES	NSD2 HMT inh	V-ATPase pH	CDK5 p35 inh	SR-BI DiI inh	HTR5A ag	HTR5A inv ag	dFosB activator	PvdQ inh	Wnt act	MITF act
CCOC(=O)CC(=O)CSc1nc(-c2cccnc2)ccc1C#N	2	-2	1.3	12	-5	12	-4	2	-2	24
Cc1cccc(CCNC(=O)CCNC(=O)Cn2ccc3ccccc3c2=O)c1	-2	-1	-0.9	-1	1	10	5	6	-4	-10
CCc1c(C)sc(NC(=O)Cc2ccccc2OC)c1C(=O)N1CCOCC1	0	3	0.3	-12	1	0	0	-18	1	0
O=C1CSC(c2ccc(Cl)cc2)N1 (stereo not drawn)	6	0	0.1	-20	7	-13	-1	-8	-1	3
COc1ccc(Br)cc1S(=O)(=O)NCCCN1CCOCC1	-1	1	-3.3	-25	0	1	-3	-8	0	-1
COc1ccc(OC)c(/C=C/C(=O)OCC(=O)NCc2ccco2)c1	27	-4	-1.4	-8	-1	2	3	-10	9	x
Cc1cc(C)nc(NC(=O)c2cccc([N+](=O)[O-])c2)c1	2	0	-0.7	21	13	0	-2	-14	0	0
Cc1ccc2cc(C#N)c(N3CCN(C(=O)c4ccccc4)CC3)nc2c1	-14	3	-0.3	6	-3	11	-10	-4	1	x
N#Cc1ccccc1S(=O)(=O)N1CCN(CC(=O)NC(=O)NC2CCCCC2)CC1	2	3	1.9	-11	-2	5	0	6	-1	0
CC(C)c1ccc(NC(=S)NN2CCN(C)CC2)cc1	-9	0	-4.1	0	6	-9	-3	-26	4	4
Cc1c(C(=O)c2ccc(Cl)c(Cl)c2)cnc2cc3c(cc12)OCO3	3	2	-1.6	-69	1	7	-14	-14	1	x
CCOc1ccc(CNC(=O)c2cccc(NC(=O)C3=C(C)OCCS3)c2)cc1	1	-2	1.2	35	-2	9	-3	4	0	6
O=C(Nc1cccc(S(=O)(=O)NC2=NCCC2)c1)c1ccc(OC(F)F)cc1	0	-8	0.1	5	1	-14	-5	-4	3	17
Cc1cc(C)cc(NC(=S)NN)c1	x	0	-2.8	9	-1	3	0	2	-1	-10
Cc1nn(C)c(C(=O)Nc2ccc(Br)cc2F)c1Br	-3	-2	x	28	4	-2	-9	14	8	-9
O=C(c1cc2ccccc2oc1=O)N1CCSC1c1ccco1 (stereo not drawn)	-3	0	0.4	-20	-4	-2	-4	-8	x	-4
O=C(CSc1ccccc1)Nc1ccccc1C(=O)O	0	1	0.0	-19	-3	0	8	0	x	x
COc1ccccc1CN1CC(C(=O)NCCc2cn[nH]c2)CCC1=O (stereo not drawn)	-3	2	-2.6	-10	2	5	-6	-11	3	6
CCCCN(C(=O)c1cccc(-n2cccc2)c1)c1c(N)n(Cc2ccccc2)c(=O)[nH]c1=O	0	2	0.5	-4	-3	7	-4	-8	-9	-8
O=C(CCS(=O)(=O)c1ccccc1)Nc1ccc(N2CCN(Cc3ccccc3)CC2)cc1	-1	0	0.3	-8	-5	12	-7	0	6	15
CC(C)(C)c1nc(SCC(=O)Nc2ccc(N3CCOCC3)cc2)c2ccccc2n1	4	-2	-0.6	57	1	-4	-2	-7	x	x

For convenience, three of the compounds above.
SMILES	NSD2 HMT inh	V-ATPase pH	CDK5 p35 inh	SR-BI DiI inh	HTR5A ag	HTR5A inv ag	dFosB activator	PvdQ inh	Wnt act	MITF act
O=C1CSC(c2ccc(Cl)cc2)N1 (stereo not drawn)	6	0	0.1	-20	7	-13	-1	-8	-1	3
COc1ccc(Br)cc1S(=O)(=O)NCCCN1CCOCC1	-1	1	-3.3	-25	0	1	-3	-8	0	-1
COc1ccc(OC)c(/C=C/C(=O)OCC(=O)NCc2ccco2)c1	27	-4	-1.4	-8	-1	2	3	-10	9	x
